IDH1 mut inh: inhibitors of human IDH1 R132H | 70,000 compounds, 0.18% hits | O75874 | inhibition, % at 10 µM | IDH1 R132H reductase, diaphorase/resazurin fluorescence, 60 min; in the data active = inhibition above about 34%;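 also: 0% = DMSO and 100% = no enzyme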
Target sequence (O75874 whole entry R132H): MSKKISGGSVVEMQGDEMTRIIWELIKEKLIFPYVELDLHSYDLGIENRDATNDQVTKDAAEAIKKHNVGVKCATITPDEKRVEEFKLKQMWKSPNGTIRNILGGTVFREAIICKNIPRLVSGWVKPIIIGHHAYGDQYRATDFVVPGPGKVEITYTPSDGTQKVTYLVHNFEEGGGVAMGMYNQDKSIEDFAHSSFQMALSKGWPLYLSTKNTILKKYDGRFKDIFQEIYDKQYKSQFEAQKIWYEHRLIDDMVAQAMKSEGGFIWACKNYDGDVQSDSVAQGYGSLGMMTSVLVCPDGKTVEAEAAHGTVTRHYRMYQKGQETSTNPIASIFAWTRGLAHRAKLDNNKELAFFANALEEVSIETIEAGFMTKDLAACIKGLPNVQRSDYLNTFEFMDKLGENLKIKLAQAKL
EZH2 inh: inhibitors of human EZH2/PRC2 methyltransferase; PRC2 H3K27 methylation, DELFIA TRF, 1 h; inhibition, % at 12.5 µM; 57,000 compounds, 0.35% hits; Q15910;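 active = mean inhibition of replicates at least 50% and every single replicate also reaching 50%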;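 also: dimethyl H3K27 on biotinylated H3 21-44 peptide detected by antibody; plate controls were median neutral control wells for no effect and median positive control wells for full effect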
An asterisk follows results filed as active; x = no result given. Only part of the results is shown; the hit share may differ from the screen's.

SMILES	IDH1 mut inh	EZH2 inh
O=C(Cc1ccccn1)NCC[C@@H]1CC[C@@H](NC(=O)c2ccccc2F)[C@@H](CO)O1	0.1	0
C[C@H]1CN([C@@H](C)CO)C(=O)c2cc(NC(=O)C3CCCCC3)ccc2O[C@@H]1CN(C)Cc1ccc(Oc2ccccc2)cc1	0.4	x
CCN(CC)CCNc1ncnc(N)c1[N+](=O)[O-]	0.4	-10
Cn1cc(C(c2ccc([N+](=O)[O-])o2)c2cn(C)c3ccccc23)c2ccccc21	-0.4	-5
COc1ccc(N2C(=O)CC(SCC(=O)Nc3c(C)cccc3C)C2=O)cc1 (stereo unspecified)	0.3	-4
CCNC(=O)C[C@@H]1CC[C@H](NC(=O)C2CCC2)[C@@H](CO)O1	-0.7	-5
C[C@H](CO)N1C[C@H](C)[C@H](CN(C)Cc2ccc(-c3ccccc3)cc2)Oc2ccc(NC(=O)Nc3ccc(F)cc3)cc2CC1=O	1.1	x
COC(=O)C1=C/c2ccccc2C(C)N(Cc2ccc(OC)cc2)/C=C\1C(=O)OC (stereo unspecified)	x	13
Nc1cccc(-c2nnc(SCC(=O)Nc3cccc(Cl)c3)n2-c2ccccc2)c1	0.2	-16
C/C=C/c1ccc2c(c1)O[C@@H](CN(C)C(=O)CC)[C@@H](C)CN([C@H](C)CO)S2(=O)=O	-0.8	x
C[C@H]1CN([C@@H](C)CO)C(=O)c2cc(C#CC(C)(C)O)cnc2O[C@H]1CN(C)C(=O)C1CCOCC1	0.0	3
Cc1ccc(S(=O)(=O)Nc2ccc3c(c2)C(=O)N([C@@H](C)CO)C[C@@H](C)[C@H](CN(C)C(=O)NC(C)C)O3)cc1	x	0
CC(C)NC(=O)Nc1ccc2c(c1)CC(=O)N([C@H](C)CO)C[C@H](C)[C@@H](CN(C)CC1CC1)O2	0.5	-5
C[C@H]1CN([C@@H](C)CO)C(=O)c2cc(C3=CCCC3)cnc2O[C@H]1CN(C)C(=O)CN1CCOCC1	-2.5	-8
CCCNC(=O)N(C)C[C@H]1Oc2cc(C#C[C@@H](C)O)ccc2S(=O)(=O)N([C@H](C)CO)C[C@@H]1C	x	31
C[C@@H]1CCCCO[C@H](CN(C)C(=O)NC2CCCCC2)[C@@H](C)CN([C@H](C)CO)C(=O)c2cc(NS(=O)(=O)c3cccs3)ccc2O1	-1.8	x
CCN(CC)CCCCCCCCOC(=O)c1cc(OC)c(OC)c(OC)c1	-0.6	2
CNC[C@@H]1OCCCC[C@@H](C)Oc2ccc(NS(=O)(=O)c3c(C)noc3C)cc2C(=O)N([C@@H](C)CO)C[C@H]1C	4.4	x
COc1ccccc1CN1C[C@H](C)[C@@H](OC)CN(C)C(=O)c2ccc(NC(C)=O)cc2OC[C@@H]1C	0.0	16
C[C@H](CO)N1C[C@H](C)[C@H](CN(C)S(=O)(=O)c2cccs2)OCCCC[C@H](C)Oc2ccc(NS(=O)(=O)c3ccccc3)cc2C1=O	-0.1	x
O=C(C[C@@H]1C[C@@H]2c3cc(NS(=O)(=O)c4ccc(F)cc4)ccc3O[C@@H]2[C@@H](CO)O1)NCc1ccc(Oc2ccccc2)cc1	-0.2	8
NCC[C@@H]1CC[C@H](NC(=O)Nc2ccc(F)cc2)[C@@H](CO)O1	0.2	-5
COc1ccc(NC(=O)CN2CCN(S(=O)(=O)c3ccc(F)cc3)CC2)cc1	-0.6	-4
C[C@@H]1CN([C@H](C)CO)C(=O)c2cc(NC(=O)CCC(F)(F)F)ccc2O[C@@H]1CN(C)C(=O)Nc1ccc(F)cc1	3.3	-2
O=C(NCC[C@@H]1CC[C@@H](NC(=O)C2CCCC2)[C@@H](CO)O1)c1cnccn1	0.1	3

Part of the list above, with two lines to a compound:
Value order – IDH1 mut inh | EZH2 inh
CC(C)NC(=O)Nc1ccc2c(c1)CC(=O)N([C@H](C)CO)C[C@H](C)[C@@H](CN(C)CC1CC1)O2
    0.5 | -5
C[C@H]1CN([C@@H](C)CO)C(=O)c2cc(C3=CCCC3)cnc2O[C@H]1CN(C)C(=O)CN1CCOCC1
    -2.5 | -8
CCCNC(=O)N(C)C[C@H]1Oc2cc(C#C[C@@H](C)O)ccc2S(=O)(=O)N([C@H](C)CO)C[C@@H]1C
    x | 31
C[C@@H]1CCCCO[C@H](CN(C)C(=O)NC2CCCCC2)[C@@H](C)CN([C@H](C)CO)C(=O)c2cc(NS(=O)(=O)c3cccs3)ccc2O1
    -1.8 | x
CCN(CC)CCCCCCCCOC(=O)c1cc(OC)c(OC)c(OC)c1
    -0.6 | 2
CNC[C@@H]1OCCCC[C@@H](C)Oc2ccc(NS(=O)(=O)c3c(C)noc3C)cc2C(=O)N([C@@H](C)CO)C[C@H]1C
    4.4 | x
COc1ccccc1CN1C[C@H](C)[C@@H](OC)CN(C)C(=O)c2ccc(NC(C)=O)cc2OC[C@@H]1C
    0.0 | 16

Next results:
SMILES	IDH1 mut inh	EZH2 inh
COCCOC(=O)N1C(=O)[C@@]2(c3cc(C#CCC(C(=O)OC)C(=O)OC)ccc31)[C@H](c1ccc(OCCO)cc1)N1[C@H](c3ccccc3)[C@H](c3ccccc3)OC(=O)[C@H]1[C@@H]2C(=O)N1CCN(c2ncccn2)CC1	x	-18
C[C@@H]1CN([C@@H](C)CO)C(=O)c2cc(NC(=O)Cc3ccccc3)ccc2O[C@@H](C)CCCCO[C@@H]1CN(C)Cc1ccc2c(c1)OCO2	-2.1	x
CN(CCO)c1ccc(/C=N/NC(=O)CCCCCC(=O)NO)cc1	-0.1	6
O=C(N[C@@H]1CC[C@H](CCNS(=O)(=O)c2ccc(Cl)cc2)O[C@H]1CO)c1cccc(F)c1	-0.5	-1
Nc1cc(=O)[nH]c(SCC(=O)Nc2ccccc2)n1	4.3	x
COC(=O)C[C@@H]1C[C@@H]2c3cc(NC(=O)Nc4ccccc4)ccc3O[C@@H]2[C@H](CO)O1	0.3	-30
C[C@@H]1CCCCO[C@H](CN(C)C(=O)c2ccccc2)[C@@H](C)CN([C@H](C)CO)C(=O)c2cc(NC(=O)Nc3ccc(C(F)(F)F)cc3)ccc2O1	-2.3	x
C[C@@H]1CN([C@H](C)CO)C(=O)Cc2cc(NC(=O)Nc3cccc4ccccc34)ccc2O[C@H]1CN(C)S(=O)(=O)c1cccs1	-0.4	x
O=C(C[C@H]1C=C[C@@H](NC(=O)C2CC2)[C@@H](CO)O1)NCc1ccccc1Cl	-0.1	-11
COc1ccc(CN(C)C[C@H]2Oc3c(NC(=O)Nc4c(C)noc4C)cccc3C(=O)N([C@@H](C)CO)C[C@H]2C)cc1	1.9	9
C[C@@H]1CN([C@@H](C)CO)C(=O)c2cc(NC(=O)C3CCCCC3)ccc2O[C@@H](C)CCCCO[C@H]1CN(C)C(=O)Nc1ccccc1	1.4	x
COc1ccc(CNC(=O)C[C@@H]2C=C[C@H](NC(=O)Nc3ccc4c(c3)OCO4)[C@H](CO)O2)cc1	0.3	-8
C[C@H]1CN([C@@H](C)CO)C(=O)Cc2cc(NC(=O)C3CCCCC3)ccc2O[C@H]1CN(C)Cc1ccccc1	-0.4	-3
Cc1ccc(S(=O)(=O)N(C)C[C@@H]2OCCCC[C@H](C)Oc3ccc(NS(=O)(=O)c4ccc(F)cc4)cc3C(=O)N([C@@H](C)CO)C[C@H]2C)cc1	0.2	x
O=C(N[C@H]1CC[C@H](CCn2cc(-c3ccccn3)nn2)O[C@@H]1CO)c1ccncc1	-0.3	10
CNC[C@@H]1Oc2ccc(NS(=O)(=O)c3c(C)noc3C)cc2CC(=O)N([C@H](C)CO)C[C@H]1C	0.1	x
C[C@@H]1CCCCO[C@H](CN(C)C(=O)CCC(F)(F)F)[C@@H](C)CN([C@@H](C)CO)C(=O)c2cc(NC(=O)c3ccncc3)ccc2O1	1.9	x
CC(C)CC#Cc1cnc2c(c1)C(=O)N([C@@H](C)CO)C[C@H](C)[C@@H](CN(C)C(=O)Nc1cc(F)ccc1F)O2	0.1	-10
C[C@H](NC(=O)C[C@H]1C[C@H]2c3cc(NC(=O)CN(C)C)ccc3O[C@H]2[C@@H](CO)O1)c1ccccc1	1.1	-3
COc1ccc(S(=O)(=O)N(C)C[C@H]2Oc3ccc(NC(=O)NC(C)C)cc3C(=O)N([C@@H](C)CO)C[C@@H]2C)cc1	-2.1	x
Cc1noc(C)c1S(=O)(=O)Nc1cccc2c1O[C@@H](CN(C)Cc1ccccc1)[C@@H](C)CN([C@@H](C)CO)C2=O	1.7	10
C[C@@H]1CN([C@@H](C)CO)C(=O)c2cc(-c3cccc(F)c3)cnc2O[C@@H]1CN(C)C	-1.2	-2
CCC(=O)Nc1ccc2c(c1)OC[C@@H](C)N(C(=O)CC1CC1)C[C@@H](C)[C@@H](OC)CN(C)C2=O	0.0	-6
C[C@H](CO)N1C[C@H](C)[C@H](CN(C)S(=O)(=O)c2ccc(Cl)cc2)Oc2ccc(NC(=O)CCN3CCOCC3)cc2C1=O	0.6	-5
COCC(=O)Nc1ccc2c(c1)C(=O)N(C)C[C@@H](OC)[C@@H](C)CN(CCc1ccccc1)[C@@H](C)CO2	0.0	-1
SMILES	IDH1 mut inh	EZH2 inh
O=C(C[C@@H]1C=C[C@@H](NC(=O)Nc2ccc(C(F)(F)F)cc2)[C@@H](CO)O1)NCc1cc(F)cc(F)c1	-0.6	-8
C[C@H](NC(=O)C[C@@H]1C[C@@H]2c3cc(NC(=O)CN(C)C)ccc3O[C@@H]2[C@H](CO)O1)c1ccccc1	0.0	-6
COc1ccc(C(c2cn(C)c3ccccc23)c2cn(C)c3ccccc23)c(OC)c1OC	-0.7	1
COc1ccc(C)cc1S(=O)(=O)N(C)CC(=O)Nc1ccccc1C(F)(F)F	-0.6	13
COc1ccc(CN(C)C[C@@H]2OCCCC[C@H](C)Oc3ccc(NC(=O)Nc4ccccc4)cc3C(=O)N([C@@H](C)CO)C[C@H]2C)cc1	-1.3	x
COc1ccc(CN(C)C[C@H]2Oc3ccc(NC(=O)Nc4c(C)noc4C)cc3C(=O)N([C@H](C)CO)C[C@@H]2C)cc1	2.3	7
CCCN1C[C@@H](C)[C@@H](OC)CN(C)C(=O)c2cc(NC(=O)NC3CCCCC3)ccc2OC[C@H]1C	0.0	4
C[C@@H]1CN([C@H](C)CO)C(=O)c2cc(-c3cncnc3)cnc2O[C@@H]1CN(C)Cc1ccncc1	0.0	-12
COc1ccccc1-c1ccc2c(c1)O[C@@H](CN(C)C(=O)c1ccncc1)[C@@H](C)CN([C@@H](C)CO)S2(=O)=O	3.7	x
Cc1noc(C)c1S(=O)(=O)Nc1cccc2c1O[C@H](CN(C)C(=O)Nc1ccc(C(F)(F)F)cc1)[C@H](C)CN([C@@H](C)CO)C2=O	-1.1	x
COc1ccc(CN2CCN(C(=O)c3cc(-c4cccnc4)nc4ccc(Cl)cc34)CC2)c(OC)c1OC	0.3	-5
C[C@@H]1CN([C@@H](C)CO)C(=O)c2cccc(NS(=O)(=O)c3ccccc3)c2O[C@H]1CN(C)S(=O)(=O)c1ccccc1	0.7	x
CNC[C@H]1Oc2ccc(NS(=O)(=O)c3cccs3)cc2C(=O)N([C@H](C)CO)C[C@H]1C	0.3	x
C[C@@H]1CN([C@@H](C)CO)C(=O)c2cc(NS(=O)(=O)c3cn(C)cn3)ccc2O[C@@H](C)CCCCO[C@@H]1CN(C)Cc1ccc2c(c1)OCO2	-8.3	x
c1ccc2sc(N3CCN(Cc4ccc5c(c4)OCO5)CC3)nc2c1	1.1	3
C[C@@H]1CCCCO[C@@H](CN(C)CC2CC2)[C@@H](C)CN([C@H](C)CO)C(=O)c2cc(NC(=O)c3ccncc3)ccc2O1	-0.4	-6
COc1ccc(CCc2cc(OC)cc(=O)o2)cc1	-0.7	52*
CO[C@H]1CN(C)C(=O)c2cc(NC(=O)NC3CCCCC3)ccc2OC[C@@H](C)N(CC2CC2)C[C@H]1C	-0.1	2
C[C@H](CO)N1C[C@H](C)[C@@H](CN(C)S(=O)(=O)c2cn(C)cn2)Oc2ccc(NS(=O)(=O)c3ccc(Cl)cc3)cc2CC1=O	-0.9	x
C[C@H]1CCCCO[C@H](CN(C)Cc2ccc3c(c2)OCO3)[C@@H](C)CN([C@@H](C)CO)C(=O)c2cc(N(C)C)ccc2O1	-2.8	-6
CO[C@@H]1CN(C)C(=O)c2cc(NC(=O)NC3CCCCC3)ccc2OC[C@@H](C)N(C(C)=O)C[C@H]1C	0.3	0
Cc1noc(C)c1NC(=O)N(C)C[C@@H]1OCCCC[C@@H](C)Oc2ccc(NS(=O)(=O)c3c(C)noc3C)cc2C(=O)N([C@H](C)CO)C[C@H]1C	0.5	x
C[C@H](NC(=O)C[C@@H]1CC[C@@H](NC(=O)C2CC2)[C@H](CO)O1)c1ccccc1	0.0	-1
C[C@@H]1CN([C@@H](C)CO)S(=O)(=O)c2ccc(C#CC3CCCC3)cc2O[C@@H]1CN(C)S(C)(=O)=O	-0.7	-12
Cc1ccc(Oc2ncccc2C(=O)NCC(=O)O)cc1	-0.6	-10
SMILES	IDH1 mut inh	EZH2 inh
C[C@@H]1CN([C@H](C)CO)C(=O)c2cc(C#CC3CCCCC3)cnc2O[C@@H]1CN(C)C(=O)Cc1ccccn1	x	-18
C[C@H]1CN([C@@H](C)CO)C(=O)c2cc(NS(C)(=O)=O)ccc2O[C@@H]1CN(C)C(=O)Nc1ccc(C(F)(F)F)cc1	-0.4	3
C[C@@H]1CCCCO[C@@H](CN(C)Cc2ccc(C(=O)Nc3ccccc3N)cc2)[C@@H](C)CN([C@H](C)CO)C(=O)c2cc(NC(=O)CCC(F)(F)F)ccc2O1	x	-18
CCOC(=O)N(C)C[C@@H]1OCc2cn(nn2)CCCC(=O)N([C@@H](C)CO)C[C@H]1C	x	5
COc1ccccc1NC(=S)NCc1ccc(S(N)(=O)=O)cc1	-0.2	-3
CCSc1nc2ccccc2n1C(CC(=O)O)C(=O)O (stereo unspecified)	0.3	-8

Random excerpt: 2 records from the list
SMILES	IDH1 mut inh	EZH2 inh
CCOC(=O)N(C)C[C@@H]1OCc2cn(nn2)CCCC(=O)N([C@@H](C)CO)C[C@H]1C	x	5
C[C@@H]1CN([C@H](C)CO)C(=O)c2cc(C#CC3CCCCC3)cnc2O[C@@H]1CN(C)C(=O)Cc1ccccn1	x	-18
